Tat transport: blocks Tat-dependent protein export in E. coli; E. coli MC4100 TorA-mCherry Tat export, fluorescence; 340,000 compounds, 0.036% hits; inhibition, % at 10 µM;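 active means mean replicate inhibition at least 50% and at least half of replicates individually reaching 50%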;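 further: exported cargo escapes ClpAP degradation while cytoplasmic cargo is degraded and loses fluorescence; 0% = median of neutral control wells and 100% = median of NaSCN control wells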
AddAB inh: less growth of phage-infected E. coli with AddAB; E. coli expressing H. pylori AddAB, absorbance growth; inhibition, % at 11.9 µM; 330,000 compounds, 0.29% hits; in the data active means inhibition above about 12%;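 further: 0% = vehicle wells of infected cells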
phage Ecoli inh: E. coli growth loss with phage present. growth absorbance. 360,000 compounds, 0.26% hits. inhibition, % at 11.9 µM. AID 651602; in the data active means inhibition above about 11%
DAGLB inh: diacylglycerol lipase beta (human) inhibition | 340,000 compounds, 0.059% hits | HEK293T DAGLB membrane lysate, EnzChek fluorogenic substrate | inhibition, % at 5.17 µM | Q8NCG7 | AID 504411; in the data active means inhibition above about 34%;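 further: 0% = enzyme with vehicle and 100% = wells lacking enzyme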
Target sequence (Q8NCG7 whole entry, looked up): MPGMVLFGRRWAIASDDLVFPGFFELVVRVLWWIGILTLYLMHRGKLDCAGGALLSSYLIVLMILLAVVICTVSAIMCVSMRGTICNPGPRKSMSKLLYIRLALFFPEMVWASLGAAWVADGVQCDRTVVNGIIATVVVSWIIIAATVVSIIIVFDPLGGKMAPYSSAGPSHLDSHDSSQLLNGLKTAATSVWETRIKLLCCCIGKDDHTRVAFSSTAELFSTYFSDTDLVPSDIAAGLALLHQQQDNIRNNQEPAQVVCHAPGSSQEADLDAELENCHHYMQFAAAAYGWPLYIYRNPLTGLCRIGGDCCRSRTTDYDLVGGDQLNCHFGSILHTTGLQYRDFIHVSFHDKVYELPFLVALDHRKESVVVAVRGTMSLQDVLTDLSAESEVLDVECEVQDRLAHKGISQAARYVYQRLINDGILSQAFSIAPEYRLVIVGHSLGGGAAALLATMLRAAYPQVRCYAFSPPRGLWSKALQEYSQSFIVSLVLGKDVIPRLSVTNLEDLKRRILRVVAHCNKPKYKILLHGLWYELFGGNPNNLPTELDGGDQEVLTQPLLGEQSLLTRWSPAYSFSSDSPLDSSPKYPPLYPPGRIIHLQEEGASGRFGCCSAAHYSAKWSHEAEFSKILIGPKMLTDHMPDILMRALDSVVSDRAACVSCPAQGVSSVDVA
Ecoli viability: counter-screen for AddAB inhibitors: E. coli growth inhibition. E. coli V3065 growth, OD600 absorbance, 18 h. inhibition, % at 11.9 µM. 330,000 compounds, 0.27% hits;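 active means inhibition above the campaign's mean inhibition across all tested compounds plus 3 SD, cut at about 9.9% in these data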;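 further: uninfected addAB+ strain grown without phage in ampicillin broth; 0% = DMSO wells and 100% = ciprofloxacin 0.95 µg/ml wells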
CAL PDZ FP: inhibitors of human CAL PDZ peptide binding. Q9HD26. purified CAL PDZ, TMR-peptide fluorescence polarization, 1 h. inhibition, % at 20 µM. 330,000 compounds, 0.02% hits. AID 504414;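 active means highest replicate inhibition of at least 40%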;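 further: plate controls were DMSO neutral control wells for no effect and unlabeled competitor peptide control wells for full effect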
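Test system: tagged CAL PDZ domain / Buffer or medium: sodium phosphate/NaCl buffer pH 7.4 with TCEP, IgG, Thesit / Reagent: TMR-labelled reporter peptide T*-PRC34 bound in PDZ groove / Compound dosing: single point, 20 µM / Schedule: 1 h incubation at room temperature before polarization reading / Technique: fluorescence polarization (mP) / Benchmarks: unlabelled peptide, DMSO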
PvdQ inh: blocks Pseudomonas aeruginosa PvdQ acylase activity. purified PvdQ acylase, fluorescence plate reader. inhibition, % at 10 µM. 340,000 compounds, 0.063% hits. AID 488965; in the data active means inhibition above about 30%, passing the limit was not always enough;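 further: 0% = vehicle neutral wells and 100% = reference inhibitor wells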
Wnt bcat act: activates Wnt/beta-catenin signaling in a reporter cell assay; activator, plate reader; activation, % at 9.35 µM; 300,000 compounds, 1.2% hits; AID 743398; in the data active means activation above about 30%, passing the limit was not always enough;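 further: 0% = neutral control wells and 100% = positive control wells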
PfHsp90 set2: reduces growth (ATP signal) of yeast expressing P. falciparum Hsp90 | S. cerevisiae expressing PfHsp90, BacTiter-Glo ATP, 48 h; yeast lacking PDR1 and PDR3 efflux regulators | inhibition, % at 9.4 µM | 310,000 compounds, 0.32% hits | AID 504621;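 active means every replicate shows inhibition above about 80%, whatever the replicate mean, limit read from the data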;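 further: 0% = DMSO neutral controls and 100% = 20 µM radicicol positive controls; yeast relying on Plasmodium falciparum Hsp90 in place of its own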
Rtt109 Vps75: C. albicans Rtt109 histone acetyltransferase inhibition; 330,000 compounds, 0.16% hits; inhibition, % at 34.9 µM; purified Rtt109/Vps75, ThioGlo CoA-SH fluorescence, 4 h;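 active means inhibition of at least 50% in every replicate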
* hit, by the source's call; . = no result given; & = joins results of further samples.

Below each SMILES: Tat transport, AddAB inh, phage Ecoli inh, DAGLB inh, Ecoli viability, CAL PDZ FP, PvdQ inh, Wnt bcat act, PfHsp90 set2, Rtt109 Vps75
Cc1ccc(-n2nc(C)c(/C=N/NC(=O)c3cccnc3)c2Cl)cc1
 : -4, -0.3, 2.9, -3, -1.1, -2.4, -10, -3, 5, 7
CCCCNc1c(-c2cccc(SC3CCCCC3)c2)nc2ccc(Cl)cn12
 : 0, -0.5, 3.5&3.2, -3, 0.9, -0.1, -4, 1&-1, 4, -13
O=C(C1CCCN(S(=O)(=O)c2ccccc2[N+](=O)[O-])C1)N1CCCC1 (stereo unspecified)
 : 3, -0.3, 3.9, 0, -2.2, -0.5, -12, 1, -10, 1
CN(Cc1ccccc1)C(=S)NC(=O)C1CCCCC1
 : -3, 1.3, 2.3, 1, -1.7, -1.7, -12, 6, -15, -1
Cc1cc(=S)nc(-c2ccccn2)[nH]1
 : 15, -1.7, -4.1, -4, -4.2, -1.0, -3, 4, -4, -1
CC(C)CC(CO)N1CCN(C(=O)c2ccccc2)CCC1=O (stereo unspecified)
 : -1, -1.1, 1.7, -1, -1.6, 0.4, -1, 0, ., 6
CCOc1ccc(/C=C2/SC(=S)N(CCC(=O)Nc3ccc(C(=O)O)cc3)C2=O)cc1
 : 9, 3.2, 2.3, -2, 0.7, -1.7, 3, 6, -13, -8
COc1ccc(C(=O)Nc2ccccc2N2CCOCC2)cc1S(=O)(=O)N1CCCC1
 : -8, 1.8, 1.4, -1, 0.2, -1.8, -17, 3, ., 11
Cc1noc(NS(=O)(=O)c2ccc(NC(=O)C(C)(C)C)cc2)c1C
 : -5, 1.1, 5.0, -4, 0.8, 0.0, -5, 0, 12, 15
COc1ccccc1NS(=O)(=O)c1cccc(NC(=O)c2[nH]c(C)c(C(C)=O)c2C)c1
 : -3, 1.6, 2.0, -3, -0.8, -2.1, 5, 1, 9, 4
CCC12CN3CC(CC)(CN(C1)C3c1ccc(OC(C)C)cc1)C2=O (stereo unspecified)
 : 2, 2.7, 1.5, -6, 0.6, -2.3, -16, ., -6, .
CCc1nc2ccc(F)cc2c(C(=O)NC2CCCCC2C)c1C (stereo unspecified)
 : -3, 0.2, 2.2, -2, 1.6, -1.7, 8, -2, -43, 3
CC(=O)c1cccc(NC(=O)c2cc(C)no2)c1
 : 23, -2.2, 3.0, 2, -1.7, -0.4, -11, -1, 9, 0
COc1ccc(S(=O)(=O)Nc2cc3c4c(c2)CCN4C(=O)CC3)cc1C
 : 2, 1.7, 0.4, 1, 4.2, 0.4, -11, -2, 33, -2
COc1ccc(S(=O)(=O)N2CCN(CC(=O)Nc3sccc3C(N)=O)CC2)cc1OC
 : 6, 0.8, 1.8, 2, -0.2, 0.5, 3, -2, -1, -9
CCOC(=O)C1CCN(c2c(NCc3ccc(N(C)C)cc3)c(=O)c2=O)CC1
 : 0, -0.4, -0.8, 1, 1.3, -0.2, -2, -4, 5, -3
Cc1ccc(CNc2oc(COc3ccccc3Cl)nc2C#N)cc1
 : -12, 4.7, 3.4, -6, 2.1, 0.8, 6, ., -19, 1
Cc1ccc(S(=O)(=O)NCC(=O)OCC(=O)N2CCN(C(=O)c3ccco3)CC2)cc1C
 : 9, 0.6, 0.1, 0, 1.6, 0.8, -11, 0, 9, 1
O=C(COc1ccc(-n2ccnc2)cc1)Nc1cccc(F)c1
 : 3, 0.3, 2.2, -4, 1.0, 0.8, 5, 7, -3, 11
Cc1c(NC(=S)N/N=C/c2ccc([N+](=O)[O-])cc2O)c(=O)n(-c2ccccc2)n1C
 : 9, 1.1, 3.2, 9, 7.3, -2.7, 12, -6, -10, 38
COc1ccc(-c2nn(-c3ccccc3)cc2C#N)cc1
 : 2, 4.4, 2.4, -11, 0.1, -1.4, 2, ., -25, -4
CN(C)CCO[C@@H](c1ccc(Cl)cc1)c1ccccn1
 : 3, 4.2, 1.5, 2, 0.5, -1.2, -4, 0, 1, -5
Cc1ccc(C)c(OCCC(=O)Nc2ccc(S(=O)(=O)N3CCCC3)cc2)c1
 : 1, 3.6, 1.7, -6, -1.0, -1.4, 7, -1, -4, 6
O=C(NNC(=O)C1COc2ccccc2O1)c1cccc([N+](=O)[O-])c1 (stereo unspecified)
 : -2, 3.6, 2.7, -2, 2.5, -1.0, -4, 0, -2, 10
Cc1ccc(-c2nc3cccnc3s2)cc1NC(=O)C1c2ccccc2Oc2ccccc21
 : -6, ., -0.5, 1, ., -0.1, -3, 13, -27, -2
Clc1ss/c(=N\c2ccccn2)c1Cl
 : -2, 2.2, -2.1, -3, -0.5, 1.2, -4, ., ., -10
CN(NC(=O)c1ccccc1)C1=NS(=O)(=O)c2ccccc21
 : -2, 1.6, 3.5, -3, 0.0, -0.1, -2, 0, -9, -1
O=Cc1ccnc(-c2ccc(OC(=O)c3ccco3)cc2)n1
 : -3, -0.4, 5.8, 3, 2.9, -0.5, -4, -1, -3, -7
COc1ccccc1N1CCN(C(=O)COc2cccc(C)c2C)CC1
 : 4, 0.3, 0.7, -13, -2.2, -0.1, 5, -3, ., 0
Cc1ccc(S(=O)(=O)NCCC(=O)NCc2cccnc2)cc1
 : -5, -1.1, 1.1, 0, 1.9, -2.8, -19, -1, 5, -1
CCOc1ccc(NC(=O)CN(C)C(=O)c2ccc(N3CCOCC3)c([N+](=O)[O-])c2)cc1OCC
 : -1, -0.2, 1.3, 3, 0.4, -3.7, 1, 3, ., 3
Cc1ccc2c(c1)N(CC(=O)Nc1ccccc1F)C(=O)CO2
 : -3, -2.5, -0.1, -5, 0.4, -1.2, -15, 0, 22, -8
Cn1cc(SCC(=O)Nc2ccc3c(c2)OCO3)c2ccccc21
 : 6, 3.0, 3.0, -1, 0.3, -0.6, -7, 1, -41, 2
O=C(Nc1nc(-c2ccccn2)cs1)c1ccc([N+](=O)[O-])o1
 : -5, -0.3, 1.6, 2, 1.8, 0.6, -2, 6, 3, 2
Cc1ccc2nc(Cl)c(/C=N/n3c(C)nnc3C)cc2c1
 : -3, 0.1, 0.1, 0, -2.5, -0.6, 10, -2, 12, 1
O=C(Nc1ccc2c(c1)OCO2)c1cccc(S(=O)(=O)N2CCOCC2)c1
 : -2, -1.5, 0.9, -2, 0.8, -2.0, 0, 6, -22, -8
Cc1csc(NC(=O)CSc2ccccc2F)n1
 : 20, 4.0, 1.6, -2, -0.2, -0.6, 8, 1, -10, 15
CCC(C)(C)c1ccc(OCCCC[n+]2ccc(C)cc2)c(C(C)(C)CC)c1
 : ., -1.6, 5.7, ., -3.1, ., ., -27, ., .
Cc1cc(Br)c(S(=O)(=O)NCc2ccncc2)cc1C
 : 7, 1.3, 3.9, 0, 1.4, -2.8, -4, -1, 22, -9
C/C(=N\NC(=O)COc1ccc(C(C)(C)C)cc1)c1ccccc1
 : 13, 0.5, 5.4, -5, -0.6, -0.4, -8, 0, 0, -1
CCS(=O)(=O)N1CCC(C(=O)OCC(=O)c2ccc(Br)cc2)CC1
 : -1, 3.4, 2.1, -2, 0.7, -2.8, -9, ., -25, -10
CC1CCCN(CCOCCOc2ccc(Br)cc2Cl)C1 (stereo unspecified)
 : -1, 4.4, 1.8, 1, -4.5, -0.6, -5, ., -13, 2
O=C(N/N=C\c1ccc(S(=O)(=O)O)o1)c1ccc2c(c1)OCO2
 : 2, 4.1, -2.4, -2, -0.5, 0.7, 2, -1, 14, -4
Nc1cc(N)nc(SCC(=O)c2ccc3c(c2)NC(=O)CO3)n1
 : 2, 2.6, 4.6, -1, 0.1, 0.0, -7, -1, -83, -2
CC(C)n1nnnc1SCC(=O)NCc1ccc2c(c1)OCO2
 : -4, 0.9, 3.2, 0, -3.9, -2.0, 3, -2, 0, -11
COc1ccc(OCC(=O)NNC(=O)C(=O)Nc2cc(OC)ccc2OC)cc1
 : -3, 1.4, -1.7, 1, -3.5, -2.1, -10, 0, -8, -6
Cc1ccc(NC2c3ncccc3C(=O)N2Cc2ccco2)c(C)c1 (stereo unspecified)
 : -2, 3.5, 2.0, 1, 0.1, -0.7, -9, 2, 16, 1
Cc1ccc(Nc2nc(-c3sc(NC(=O)c4ccco4)nc3C)cs2)cc1
 : -1, 4.1, 1.1, 6, -1.6, -1.0, -10, -1, -12, -4
Cc1cccc2sc(NNC(=O)c3ccc4c(c3)OCCO4)nc12
 : 1, -0.3, -3.0, -13, -2.9, -1.2, 4, -4, -6, 12
Cc1ccc(SCc2ccc(C(=O)Nc3ccccc3Br)cc2)cc1
 : -6, 2.0, -0.5, -40, 0.9, -2.0, -16, -2, 25, -6
CCC/C(O)=C1\C(=O)CC(C)(C)CC1=Nc1ccc(OC)cc1
 : -2, 1.5, 0.6, -4, -2.3, -1.0, 5, -2, 10, -1
O=C(O)c1cncc(C#CCC2CCCCC2)c1
 : 3, 1.6, 5.8, 3, -1.9, -1.4, -11, -2, -7, 1
C[C@H](NS(=O)(=O)c1ccc2c(c1)OCCCO2)C(=O)N1CCN(Cc2ccccc2)CC1
 : 0, ., 1.1, 1, ., -1.5, -15, 0, 21, 5
O=[N+]([O-])c1ccc(Cl)c(S(=O)(=O)Nc2cccc(-c3ccc(N4CCCC4)nn3)c2)c1
 : 8, -0.3, 2.5, 3, 0.3, -2.3, -17, 11, ., 22
CCOc1ccc(NC2=C(OC)C(=O)c3ccccc3C2=O)cc1
 : 10, 3.4, 0.7, 18, -1.7, 0.8, -12, -9, 4, 3
CCCCOc1ccc(Cl)cc1Nc1nc(NCCO)nc(N2CCCC2)n1
 : -1, 3.2, -0.3, -5, -0.2, -0.1, -5, -5, 3, 4
COc1ccc(N(CC(=O)NCCSc2ccccn2)S(C)(=O)=O)cc1
 : 3, 1.9, 2.6, -3, 1.3, -0.4, -13, ., -48, -6
Cc1ccccc1OCC(=O)N1CCc2ccccc2C1
 : 5, 3.3, 4.6, -2, 0.5, 0.1, -10, -2, 6, -16
C/C(=N\Nc1nc(N)cc(Cl)n1)c1cccc(N)c1
 : 1, 1.0, 3.2, 1, -0.8, -0.8, 7, -1, -39, 1

From PubChem BioAssay
